HT1080NT lethal = kills 2HG-producing HT-1080-NT fibrosarcoma cells; HT-1080-NT fibrosarcoma viability, CellTiter-Glo ATP luminescence, 48 h; hit rate 1.6% among 360,000; Potency, µM (doses to about 46.1 µM), for inactives: at the top dose activity, negative = less viability, usual class: cytotoxic;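 note: NT is the 2HG producing partner of a matched IDH1 knockdown line; potency is the fitted concentration of half-maximal effect; 0% = DMSO-treated cells and -100% = media-only wells without cells; nearly all actives have a fitted effect of over 55% in size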
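HT-1080-NT; 750 cells/well; 5% FBS RPMI; 48 h compound, 37 degrees C; CellTiter-Glo luminescence; curve fitting and curve-class assignment.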
SW480 rereplic = inducers of DNA re-replication in SW480 colon cancer cells; SW480 DNA re-replication, Hoechst DNA content imaging, 48 h; Potency, µM (titrated, usually from 46.1 µM), without a hit: top-dose re-replication activation, most hits filed as activators; hit rate 1.8% among 340,000; AID 624297; note: potency is the fitted concentration of half-maximal effect; % of control where 0% means no effect; nearly all actives have a fitted effect of over 55% in size
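Image-based read-out: total Hoechst fluorescence of nuclei (405 nm excitation, 500-530 nm emission), with hits raising the fraction of high-intensity nuclei. SW480 colon cells incubated 48 hr with compounds at 37 C.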
S2 tox = viability counter-screen for ATXN expression inhibitors; S2 cells (HEK-293 line with an ATXN2-luciferase reporter) viability, CellTiter-Fluor protease fluorescence, 24 h; hit rate 0.49% among 400,000; Potency, µM (series often up to 56.7 µM), usual class: cytotoxic; note: potency is the fitted concentration of half-maximal effect; nearly all actives have a fitted effect of over 40% in size
ATXN2 expr inh = ATXN2 expression inhibition; HEK-293 ATXN2-luciferase reporter, luminescence, 24 h; AID 1745845; hit rate 0.72% among 360,000; Potency, µM (doses to about 57 µM), without a hit: at the top dose activity change, negative = inhibition, most hits filed as inhibitors; note: potency is the fitted concentration of half-maximal effect; % is set by controls: 0 for no effect and ±100 for the full control effect; nearly all actives have a fitted effect of over 55% in size
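qHTS (up to 57 uM final) was run with 24 h compound exposure of reporter cells at 37 °C. Each well was multiplexed: SteadyGlo luminescence measured ATXN2-luciferase expression after a fluorogenic Gly-Phe-AFC viability readout (25 uM final).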
MCF10A rerep = induces DNA re-replication in MCF 10a normal breast cells; MCF 10A DNA re-replication, Hoechst nuclear intensity, 48 h; Potency, µM (highest dose often 46.1 µM), inactives show at the top dose activity, positive = re-replication, actives largely listed as activators; hit rate 2.9% among 350,000; note: potency is the fitted concentration of half-maximal effect; % of control where 0% means no effect; nearly all actives have a fitted effect of over 50% in size
HT1080 IDH1KD tx = toxicity to HT-1080 IDH1 knockdown cells (counter line); hit rate 2% among 360,000; HT-1080 IDH1 knockdown viability, ATP luminescence, 48 h; Potency, µM (highest dose often 46.1 µM), without a hit: at the highest dose activity, negative = toxicity, actives largely listed as cytotoxic;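 note: potency is the fitted concentration of half-maximal effect; 0% = DMSO wells and -100% = cell-free medium wells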
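HT-1080-IDH1KD cells (IDH1 knocked down), 750/well in RPMI with 5% FBS, treated with compound 48 h at 37 degrees C. Viability by CellTiter-Glo luminescence, normalised to DMSO and no-cell wells; concentration-response curves classed.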
IL-1B inflam inh = inflammasome signaling inhibition, IL-1 beta readout; activity change, % at 57.5 µM; THP-1 LPS/ATP IL-1B secretion, AlphaLISA, 16 h; stronger effect = lower value; hit rate 4.7% among 360,000; AID 743279; in the data active = activity change below about -50%; inconclusive = mostly about -30% to -49%; note: % is set by controls: 0 for no effect and ±100 for the full control effect
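THP-1 cells pretreated 1 hr with compounds (up to 57.5 uM final), then stimulated with LPS (250 ng/mL final) plus ATP (1.25 mM final); secreted IL-1B measured by AlphaLISA after 16 hr, decreased signal indicating inhibition.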
HepG2 viability = HepG2 cytotoxicity, counter-screen for TGF-b inhibitors. Potency, µM (doses to about 46.1 µM), for the others: at the top dose activity change, negative = cytotoxicity, usual class: cytotoxic. HepG2 CAGA-GFP viability, ATP luminescence, 18 h. hit rate 0.76% among 410,000. AID 588856; note: potency is the fitted concentration of half-maximal effect; some results filed as inactive show a strong effect at the top dose
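CellTiter-Glo luminescence gave cytotoxicity after 18 hours at 37 degrees C. The cells were HepG2 CAGA-GFP in 1% FBS DMEM, stimulated with 500 pg/mL TGF-beta after compound addition. %Activity was normalised to no-cell wells (complete cell-killing) and DMSO (no toxicity), and curves were fitted and classified.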
KB-3-1 cytotox = KB-3-1 parental cell cytotoxicity; KB-3-1 viability, CellTiter-Glo ATP luminescence, 72 h; AID 1347075; Potency, µM (top dose mostly 46.1 µM), inactives show top-dose activity change, negative = cytotoxic, most hits filed as cytotoxic; hit rate 1.4% among 400,000; note: potency is the fitted concentration of half-maximal effect; % is set by controls: 0 for no effect and ±100 for the full control effect; nearly all actives have a fitted effect of over 60% in size
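Cytotoxicity measured as CellTiter-Glo luminescence after 72 h at 37 C. Compound titrations were pinned onto drug-naive KB-3-1 parental adenocarcinoma cells grown in DMEM with 10% FBS, and normalized data fitted to concentration-response curves.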
* marks the source's active call; other numbers are inactive results; i = inactive; ? = inconclusive; · = not tested or not shown; [ ] = another dose, or the depositor's remark. Unless noted, calls come from the whole dose curve; as a rule, active = well fitted curve in the direction sought with a large enough effect; inconclusive = small, poorly fitted or top-dose-only effect, or another doubt; inactive = no such curve, though single readings can be large; an effect the other way counts as inactive or inconclusive.

The first 2 entries, ahead of the listing:
#1 Cc1cc(C)n(CC2CC(=O)N(c3ccccc3)C2=O)n1 (stereo not given)
#2 COc1cccc(C=NCCCN=Cc2cccc(OC)c2O)c1O
screen / no.,1,2
HT1080NT lethal,7%,-1%
SW480 rereplic,-7%,-13%
S2 tox,i,i
ATXN2 expr inh,·,8%
MCF10A rerep,-1%,8%
HT1080 IDH1KD tx,-3%,-5%
IL-1B inflam inh,-1,0
HepG2 viability,0%,-5%
KB-3-1 cytotox,0%,-9%

The list itself, previewed entries included:
#1 Cc1cc(C)n(CC2CC(=O)N(c3ccccc3)C2=O)n1 (stereo not given)
#2 COc1cccc(C=NCCCN=Cc2cccc(OC)c2O)c1O
#3 COc1ccc(NC(=O)CN(C)CC(=O)NCCc2ccc(F)cc2)cc1
#4 CCN(CC(=O)Nc1c(F)cccc1F)C(=O)CNC(=O)c1ccc(Br)o1
#5 O=C(COC(=O)CC1CC2CCC1C2)Nc1cc([N+](=O)[O-])ccc1F (stereo not given)
#6 N#Cc1ccsc1NC(=O)CCS(=O)(=O)c1ccccc1
#7 CCOc1ccccc1NC(=O)Cn1c(=O)sc2ccccc21
#8 CCOC(=O)c1c(CSc2ccccc2)n(C)c2cc(Br)c(OCC(O)CNC(CO)(CO)CO)cc12 (stereo not given)
screen / no.,1,2,3,4,5,6,7,8
HT1080NT lethal,7%,-1%,3%,-4%,-5%,-3%,-4%,-5%
SW480 rereplic,-7%,-13%,-9%,1%,?,?,-2%,?
S2 tox,i,i,i,i,i,i,i,·
ATXN2 expr inh,·,8%,-12%,13%,-1%,1%,-12%,?
MCF10A rerep,-1%,8%,3%,-1%,-2%,4%,-1%,21µM*
HT1080 IDH1KD tx,-3%,-5%,0%,0%,26%,-3%,-3%,-16%
IL-1B inflam inh,-1,0,1,12,-54*,?,1,-100*
HepG2 viability,0%,-5%,-20%,1%,-4%,-3%,-45%,-101%
KB-3-1 cytotox,0%,-9%,10%,0%,-4%,-10%,1%,?

#9 Cc1ccccc1CSc1nnnn1-c1ccc(C(N)=O)cc1
#10 Cc1sc2nc(CN3CCOCC3)nc(N3CCOCC3)c2c1C
#11 COc1ccc(C)cc1NC(=O)C(=O)NNC(=O)c1ccco1
#12 COc1cc(NC(=O)[C@H](C)NC(=O)N2CCn3c2nc2ccccc23)cc(OC)c1
#13 Cc1cccc(C(=O)Oc2ccccc2/C=N/Nc2ccc([N+](=O)[O-])cc2)c1
#14 O=C(Nc1ccc(N2CCN(Cc3ccccc3)CC2)cc1)c1cccnc1
#15 O=C(O)CSc1nnc(-c2ccccc2Br)n1-c1cccc(C(F)(F)F)c1
#16 CCN1CCc2nc3sc(C(=O)Nc4cccc(Cl)c4C)c(N)c3cc2C1
screen / no.,9,10,11,12,13,14,15,16
HT1080NT lethal,-20%,12%,-5%,-23%,-14%,20%,-3%,·
SW480 rereplic,0%,-2%,0%,?,13µM*,1%,1%,·
S2 tox,i,i,i,i,i,i,i,?
ATXN2 expr inh,11%,2%,-8%,-8%,3%,-3%,-11%,-20%
MCF10A rerep,?,1%,15%,-2%,?,?,-5%,·
HT1080 IDH1KD tx,-16%,3%,-6%,-6%,-10%,14%,8%,·
IL-1B inflam inh,100,-1,15,15,-6,-5,3,·
HepG2 viability,-3%,-28%,-21%,-20%,5%,9%,-63%,-22%
KB-3-1 cytotox,5%,-2%,-13%,11%,?,1%,-5%,16µM*

#17 COCCOC(=O)C1=C(N)OC2=C(C(=O)CC(C)(C)C2)C1c1ccncc1 (stereo not given)
#18 O=C(CCC(=O)NNC(=S)Nc1ccccc1)NCc1ccccc1
#19 CCN1CCN(C(=O)c2cc(S(=O)(=O)N3CCCCC3)ccc2Cl)CC1
#20 N#C/C(=C(/O)c1ccc([N+](=O)[O-])o1)c1nc2ccccc2[nH]1
#21 O=C1CN(C(=O)CSc2nc3ccccc3c(=O)n2CCCN2CCOCC2)c2ccccc2N1
#22 COc1ccc(CNC(=O)COC(=O)CCn2c(C)csc2=O)cc1OC
#23 O=C(/C=C/c1ccc(F)cc1)N1CCN(c2ccccn2)CC1
#24 COc1cccc(N(C(=O)Cc2cccs2)C(C(=O)NC2CCCC2)c2ccncc2)c1 (stereo not given)
screen / no.,17,18,19,20,21,22,23,24
HT1080NT lethal,1%,17%,5%,24%,0%,17%,11%,4%
SW480 rereplic,2%,-4%,-6%,?,-2%,-31%[inhibitor],-12%,2%
S2 tox,i,i,i,?,i,i,i,?
ATXN2 expr inh,6%,66%[activator],8%,·,-26%,-8%,0%,16%
MCF10A rerep,-10%,-2%,-2%,3.3µM*,-1%,4%,4%,-10%
HT1080 IDH1KD tx,17%,22%,4%,-1%,-6%,14%,0%,4%
IL-1B inflam inh,-16,10,0,0,0,4,31,-11
HepG2 viability,-2%,-19%,4%,-33%,-48%,4%,-4%,-9%
KB-3-1 cytotox,-21%,1%,8%,?,0%,1%,23%,5%

Next section; the last 4 above are carried over.
#21 O=C1CN(C(=O)CSc2nc3ccccc3c(=O)n2CCCN2CCOCC2)c2ccccc2N1
#22 COc1ccc(CNC(=O)COC(=O)CCn2c(C)csc2=O)cc1OC
#23 O=C(/C=C/c1ccc(F)cc1)N1CCN(c2ccccn2)CC1
#24 COc1cccc(N(C(=O)Cc2cccs2)C(C(=O)NC2CCCC2)c2ccncc2)c1 (stereo not given)
#25 CCOc1ccc(S(=O)(=O)N(CC(=O)NCCSc2ccc(C)cc2)c2ccccc2)cc1
#26 CCC(C)(C)NC(=O)C1c2ccccc2Oc2ccccc21
#27 COc1ccc(Cc2noc(CN3CCCC(OCc4ccccn4)C3)n2)cc1OC (stereo not given)
#28 Nc1[nH]c(C(=O)c2ccccc2)c(-c2ccncc2)c1C(=O)NCc1cccc2ccccc12
#29 ON=C1CCCCCCCC1
#30 Cc1ccc(OCC(=O)Nc2ccc(F)cc2)cc1
#31 Cc1c(Cl)c(C(=O)NC2C3CC4CC(C3)CC2C4)nn1C (stereo not given)
#32 NC(=O)NC(=O)COC(=O)CC12CC3CC(CC(C3)C1)C2
screen / no.,21,22,23,24,25,26,27,28,29,30,31,32
HT1080NT lethal,0%,17%,11%,4%,·,11%,0%,-2%,-1%,2%,9%,-3%
SW480 rereplic,-2%,-31%[inhibitor],-12%,2%,·,1%,-32%[inhibitor],·,-5%,3%,-2%,3%
S2 tox,i,i,i,?,i,i,i,?,i,i,i,i
ATXN2 expr inh,-26%,-8%,0%,16%,6%,-4%,-6%,-10%,9%,48%[activator],16%,-14%
MCF10A rerep,-1%,4%,4%,-10%,·,0%,15%,·,0%,-5%,13%,7%
HT1080 IDH1KD tx,-6%,14%,0%,4%,·,-3%,4%,5%,0%,5%,-19%,-6%
IL-1B inflam inh,0,4,31,-11,·,0,0,8,27,-17,20,13
HepG2 viability,-48%,4%,-4%,-9%,-11%,5%,8%,·,-5%,-18%,-15%,-62%
KB-3-1 cytotox,0%,1%,23%,5%,8%,1%,1%,17%,4%,3%,-7%,-7%

#33 CCOC(=O)c1c(C)[nH]c(C(=O)OC/C(O)=C(\C#N)c2nc3ccccc3[nH]2)c1C
#34 Cc1cc2nc(-c3nnnn3Cc3ccccc3)c(=O)[nH]c2cc1C
#35 C=CCn1c(C)cc(C(=O)COc2ncnc3sccc23)c1C
#36 CC(Oc1ccc(F)cc1)C(=O)Nc1cc(S(=O)(=O)N2CCOCC2)ccc1N1CCCCC1 (stereo not given)
#37 CCOC(=O)C1CCCN(c2cc(C)nc3c(-c4ccccc4OC)c(C)nn23)C1 (stereo not given)
#38 CC(=O)Nc1ccc(NC(=O)CN(C)S(=O)(=O)c2ccc3c(c2)CCCC(=O)N3)cc1
#39 CCOC(=O)c1sc2ncn(C(C)C(=O)OCC)c(=O)c2c1C (stereo not given)
#40 CCc1ccccc1NC(=O)c1cc(-c2cccs2)on1
screen / no.,33,34,35,36,37,38,39,40
HT1080NT lethal,-27%,-14%,-22%,-4%,·,·,20%,3%
SW480 rereplic,-1%[9.22 µM],·,-4%,-313%[inhibitor],·,·,-3%[9.22 µM],-4%
S2 tox,?,i,i,i,i,i,i,i
ATXN2 expr inh,-9%,?,-35%,-17%,11%,-3%,12%,19%
MCF10A rerep,?,·,-4%,?,·,·,1%,-6%
HT1080 IDH1KD tx,-18%,?,?,-15%,·,·,15%,8%
IL-1B inflam inh,-2,-15,-10,-19,·,·,-22,3
HepG2 viability,-75%,·,-7%,-1%,-13%,-19%,20%,-10%
KB-3-1 cytotox,-4%,21%,6%,-30%,0%,9%,15%,9%

#41 Cc1nc2sc3c(c2c(=O)n1NC(=O)CCBr)CCCC3
#42 COC(=O)C1CC2=C(CCCC2=O)N(c2ccccc2)C1=O (stereo not given)
#43 CN(C(=O)c1ccc(NC(=O)c2ccco2)cc1)c1ccccc1
#44 C/C(CC(=O)NC1C2CC3CC(C2)CC1C3)=N\NC(=O)Cc1cccs1 (stereo not given)
screen / no.,41,42,43,44
HT1080NT lethal,-26%,6%,?,5%
SW480 rereplic,?,?,13%,0%
S2 tox,i,i,·,i
ATXN2 expr inh,?,-2%,17%,1%
MCF10A rerep,?,?,0%,-1%
HT1080 IDH1KD tx,-14%,14%,?,3%
IL-1B inflam inh,-10,22,-10,16
HepG2 viability,-11%,-28%,7.9µM*,-23%
KB-3-1 cytotox,?,7%,-3%,?

Bioassay records: PubChem, National Center for Advancing Translational Sciences (NCATS)
